High-throughput results deposited in PubChem BioAssay by several laboratories.
GPR7 antag: antagonists of human GPR7 (neuropeptides B/W receptor 1); AID 1861; GPR7-expressing cells, fluorescence antagonist assay; hit rate 1.1% among 290,000; inhibition, % at 4.4 µM; in the data active = inhibition above about 16%, passing the limit was not always enough;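 note: cells stimulated with the agonist NPW; 0% = agonist with vehicle and 100% = vehicle without agonist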
Target sequence (P48145 whole entry, looked up): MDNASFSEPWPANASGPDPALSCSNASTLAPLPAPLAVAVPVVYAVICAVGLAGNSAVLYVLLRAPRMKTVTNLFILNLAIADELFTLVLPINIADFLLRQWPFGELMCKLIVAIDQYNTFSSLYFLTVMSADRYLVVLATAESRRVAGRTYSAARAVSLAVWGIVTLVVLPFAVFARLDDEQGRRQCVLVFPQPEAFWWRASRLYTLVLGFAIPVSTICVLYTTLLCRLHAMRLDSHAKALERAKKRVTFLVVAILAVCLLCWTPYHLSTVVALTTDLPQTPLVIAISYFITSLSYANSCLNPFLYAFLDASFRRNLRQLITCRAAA
MEKK2wt PB1 HTS: raises or lowers MEK5 binding to wildtype human MEKK2 PB1 domain | binding response (% of control), % at 10 µM | Q9Y2U5 | AID 1531 | bead flow cytometry, Alexa488-MEK5 binding to MEKK2 WT; actives lie on both sides | hit rate 1.1% among 290,000; in the data active = binding response below about 67% or above about 130%
MEKK3 PB1 HTS: modulators (inhibitors or enhancers) of MEK5 binding to human MEKK3 PB1 domain; bead-based flow cytometry, Alexa488-MEK5 binding to MEKK3; actives lie on both sides; 0 = blocked by unlabeled MEK5, 100 = vehicle; binding response (% of control), % at 10 µM; hit rate 1.4% among 290,000;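 active = binding response more than 3 SD above or below the average of its plate-row segment, actives on both sides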;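 note: Alexa488 bead fluorescence after subtracting the streptavidin-only scavenger bead signal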
MEKK2mut PB1 HTS: signal of MEK5 binding to mutant human MEKK2 PB1 domain; percent response, % at 10 µM; bead flow cytometry, Alexa488-MEK5 binding to MEKK2 mutant; hit rate 0.35% among 290,000; in the data active = percent response above about 24%, passing the limit was not always enough; note: inactives centre near 1; some results filed as inactive read as strong as hits; reference of the scale not given here
NALP1 inh: blocks the NALP1 inflammasome reconstituted in yeast. inhibition, % at 10 µM. S. cerevisiae NALP1/ASC/caspase-1 growth, X-gal OD620, 72 h. AID 2071. hit rate 0.61% among 280,000; in the data active = inhibition mostly above about 24%, no sharp cut-off; inactive = mostly below about 32%; note: some compounds called inactive have numbers as strong as hits
OXTR ag: human OXTR agonism | P30559 | AID 2435 | activation, % at 3 µM | hit rate 0.32% among 320,000 | CHO-OTR cells, Fluo-8 calcium fluorescence; normalized: DMSO 0%, oxytocin 100%;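 active = activation above the mean of all tested compounds plus 3 SD, cutoff set per screening run, cut at about 20% in these data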;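 note: peak over basal fluorescence ratio from a 100 s FLIPR kinetic read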
PHOSPHO1 block: inhibitors of human PHOSPHO1 phosphatase; Q8TCT1; recombinant PHOSPHO1, absorbance phosphatase assay; inhibition, % at 13.3 µM; hit rate 1.1% among 290,000; in the data active = inhibition above about 60%
Target sequence (Q8TCT1 whole entry, looked up): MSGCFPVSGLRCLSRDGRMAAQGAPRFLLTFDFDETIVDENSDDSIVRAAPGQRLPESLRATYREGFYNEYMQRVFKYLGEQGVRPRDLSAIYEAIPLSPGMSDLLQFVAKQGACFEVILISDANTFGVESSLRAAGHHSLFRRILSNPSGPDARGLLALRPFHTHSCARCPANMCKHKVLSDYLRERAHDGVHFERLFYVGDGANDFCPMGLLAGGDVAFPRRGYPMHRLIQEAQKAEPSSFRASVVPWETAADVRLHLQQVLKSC
PfM18AAP inh: PfM18AAP enzyme inhibition | recombinant PfM18AAP, H-Glu-NHMec fluorogenic cleavage | hit rate 1.2% among 290,000 | inhibition, % at 7.35 µM;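 active = inhibition above the campaign mean inhibition over all tested compounds plus 3 SD, cut at about 28% in these data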;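 note: 0% = plate median of test compound wells and 100% = 2 mM ZnCl2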
DNA FID counter: displaces DNA intercalator in HCV helicase counter-screen; hit rate 0.17% among 290,000; AID 1845; inhibition, % at 7.9 µM; DNA fluorescent intercalator displacement, fluorescence; in the data active = inhibition above about 37%;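 note: 0% = vehicle and 100% = reference compound; higher means more ethidium bromide displaced from hairpin DNA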
* hit, by the source's call; x = no result given.

structure,GPR7 antag,MEKK2wt PB1 HTS,MEKK3 PB1 HTS,MEKK2mut PB1 HTS,NALP1 inh,OXTR ag,PHOSPHO1 block,PfM18AAP inh,DNA FID counter
O=C(NCCN1CCOCC1)c1ccc2c(c1)N(Cc1ccc(Cl)cc1)CCS2,-2,104,98,-4,x,0.3,13,0,0
O=C1CCCCCCC1Sc1ccccc1[N+](=O)[O-] (stereo unspecified),-6,102,101,5,6,-1.8,21,38*,-7
COc1ccc(C2(C)NC(=O)NC2=O)cc1OC (stereo unspecified),-10,104,100,3,16,0.1,-16,-4,-2
Cc1cc2cc(CN(CC3CCCO3)C(=O)c3cnccn3)c(=O)[nH]c2cc1C (stereo unspecified),-6,101,97,0,x,-0.3,20,-13,-25
Nc1nnnn1/N=C/c1ccccc1OCc1ccccc1,27,96,95,-2,2,-3.0,3,2,-10
CCOC(=O)c1ccc(NC(=O)c2nccnc2C(=O)O)cc1,0,109,109,12,46,12,20,-5,9
CCCNC(=O)c1ccc(COc2ccc(C)cc2)o1,20,92,89,-3,9,0.0,34,13,-19
COc1ccc(CC(=O)NCc2ccc3c(c2)cc(C)n3C)cc1OC,-7,96,97,-6,27,-0.8,48,5,-14
CC1(c2nnc(-c3ccc(Cl)cc3)o2)CC(c2ccc(Cl)cc2)=NO1 (stereo unspecified),x,107,108,6,x,0.6,20,x,x
COc1ccc(S(=O)(=O)N2CCCOC2CNC(=O)C(=O)NCCc2ccco2)cc1 (stereo unspecified),-2,105,101,3,0,-1.0,0,-4,-24
Cc1ccc(CC2CC(=O)N(c3nc(C)cc(C)n3)C2=O)cc1 (stereo unspecified),-7,100,104,2,-2,1.0,10,-2,-5
Cc1cccc2c(C(=O)n3cccn3)cc(-c3ccccc3Cl)nc12,-10,99,109,5,21,-0.7,-9,-3,-5
CC(C)C(C(=O)NCc1ccco1)N(Cc1ccco1)C(=O)CNS(=O)(=O)c1ccccc1 (stereo unspecified),-2,99,98,-2,0,-0.6,51,1,-28
CCCCN(Cc1ccccc1)C1CCN(Cc2ccccc2)CC1,-12,102,101,4,-26,-1.9,x,-1,14
O=C(CCc1nnc(CCCCc2ccccc2)o1)N(CCO)Cc1ccccc1,-3,90,90,-13,4,3.2,23,-19,-38
Cc1nn2c(NCCN3CCOCC3)c3c(nc2c1-c1ccccc1)CCCC3,-4,90,91,-7,x,-1.9,30,0,-4
CNC(=O)c1csc(Cc2c(Cl)sc3ccc(Cl)cc23)n1,9,93,90,-5,x,-2.0,-6,2,-23
CC(C)COC(=O)c1ccc(NC(=O)C2C3C=CC(C3)C2C(=O)O)cc1 (stereo unspecified),6,100,106,7,3,-0.2,-12,3,-10
CCC(C)[C@H]1COCCS(=O)(=O)N1Cc1ccccc1 (stereo partly specified),7,103,98,-5,19,-0.2,4,8,-16
COc1ccc(C(=O)C2CC2c2ccc3c(c2)OCO3)cc1 (stereo unspecified),10,98,103,-6,6,-2.0,16,-1,-14
CSc1nc2ccc(NC(=O)c3ccc(=O)[nH]c3)cc2s1,-9,96,97,4,22,-0.9,8,5,-2
CC1=C(C(=O)Nc2ccccc2)C(c2ccc(C(C)C)cc2)N2C(=O)CSC2=N1 (stereo unspecified),-4,105,108,2,0,-2.4,7,6,-17
O=C(/C=C/c1ccccc1)N/C(=C/c1ccccc1)C(=O)NCCO,-1,104,100,0,-1,0.4,18,2,-4
CCS(=O)(=O)Nc1cccc(C(=O)CC2(O)C(=O)Nc3ccccc32)c1 (stereo unspecified),-2,105,102,5,18,1.3,15,0,-4
CC(C)=CCc1c(O)cc(O)c2c(=O)c3c(CC=C(C)C)c(O)ccc3oc12,x,137*,104,8,x,-1.7,x,x,x
Cc1ccsc1/C=N/NC(=O)C(N)=O,-10,108,106,3,-8,-1.1,28,2,1
COC(=O)c1ccc(CN2CCCC(CO)(Cc3ccccc3F)C2)cc1 (stereo unspecified),-1,100,104,2,9,0.0,36,10,-4
CCOc1ccccc1NC(=O)Nc1ccc2c(c1)CCC2,-24,104,103,5,1,-1.1,47,1,-15
CC1=C(C(=O)OCc2ccccc2)C(c2ccc3c(c2)OCO3)NC(=O)N1CCCC(=O)O (stereo unspecified),x,100,105,0,x,-1.4,x,x,x

In the list so far, these contain nitrogen in an aromatic ring.
structure,GPR7 antag,MEKK2wt PB1 HTS,MEKK3 PB1 HTS,MEKK2mut PB1 HTS,NALP1 inh,OXTR ag,PHOSPHO1 block,PfM18AAP inh,DNA FID counter
Cc1cc2cc(CN(CC3CCCO3)C(=O)c3cnccn3)c(=O)[nH]c2cc1C (stereo unspecified),-6,101,97,0,x,-0.3,20,-13,-25
Nc1nnnn1/N=C/c1ccccc1OCc1ccccc1,27,96,95,-2,2,-3.0,3,2,-10
CCOC(=O)c1ccc(NC(=O)c2nccnc2C(=O)O)cc1,0,109,109,12,46,12,20,-5,9
COc1ccc(CC(=O)NCc2ccc3c(c2)cc(C)n3C)cc1OC,-7,96,97,-6,27,-0.8,48,5,-14
CC1(c2nnc(-c3ccc(Cl)cc3)o2)CC(c2ccc(Cl)cc2)=NO1 (stereo unspecified),x,107,108,6,x,0.6,20,x,x
Cc1ccc(CC2CC(=O)N(c3nc(C)cc(C)n3)C2=O)cc1 (stereo unspecified),-7,100,104,2,-2,1.0,10,-2,-5
Cc1cccc2c(C(=O)n3cccn3)cc(-c3ccccc3Cl)nc12,-10,99,109,5,21,-0.7,-9,-3,-5
O=C(CCc1nnc(CCCCc2ccccc2)o1)N(CCO)Cc1ccccc1,-3,90,90,-13,4,3.2,23,-19,-38
Cc1nn2c(NCCN3CCOCC3)c3c(nc2c1-c1ccccc1)CCCC3,-4,90,91,-7,x,-1.9,30,0,-4
CNC(=O)c1csc(Cc2c(Cl)sc3ccc(Cl)cc23)n1,9,93,90,-5,x,-2.0,-6,2,-23
CSc1nc2ccc(NC(=O)c3ccc(=O)[nH]c3)cc2s1,-9,96,97,4,22,-0.9,8,5,-2
